# Screening results: PubChem, The Scripps Research Institute Molecular Screening Center
# CHRM4 PAM: human M4 muscarinic receptor positive allosteric modulators, primary screen, CHO-K1 cells, Fluo-8 calcium fluorescence. Muscarinic acetylcholine receptor M4 (Homo sapiens), P08173. CHO-K1 hM4/Gqi5, ACh EC20; 0% = ACh EC20, 100% = maximal ACh. activation, % at 3 µM. 360,000 tested, 0.4% active. AID 624126, 2012;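 active means activation above its plate's cutoff, the mean activation of sample wells plus 3 SD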; further: some results filed as inactive read as strong as hits
# Target sequence (P08173 whole entry, looked up): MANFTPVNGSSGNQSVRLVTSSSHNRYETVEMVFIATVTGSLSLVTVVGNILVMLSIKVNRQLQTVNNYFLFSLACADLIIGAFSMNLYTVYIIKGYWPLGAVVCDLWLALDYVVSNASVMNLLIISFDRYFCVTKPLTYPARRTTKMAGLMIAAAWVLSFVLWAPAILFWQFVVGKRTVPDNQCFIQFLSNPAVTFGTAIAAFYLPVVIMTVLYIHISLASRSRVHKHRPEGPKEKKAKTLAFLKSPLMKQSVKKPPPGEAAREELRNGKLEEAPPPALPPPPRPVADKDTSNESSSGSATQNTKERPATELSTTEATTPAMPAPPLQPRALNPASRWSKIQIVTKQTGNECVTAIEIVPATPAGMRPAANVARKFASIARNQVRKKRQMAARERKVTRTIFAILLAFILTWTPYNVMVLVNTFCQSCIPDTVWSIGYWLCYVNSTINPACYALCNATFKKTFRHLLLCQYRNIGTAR
# CHO-K1 Ca antag: nonselective inhibitor or artifact in parental CHO-K1 cells; 360,000 tested, 0.6% active; inhibition, % at 3 µM; ATP-induced calcium, Fluo-8 fluorescence;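 active means inhibition above a per-plate cutoff, the plate's mean sample inhibition plus 3 SD, cut at about 24% in these data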;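 further: 0% = DMSO plus EC80 ATP and 100% = DMSO alone without ATP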
# M5 PAM: human M5 muscarinic receptor positive allosteric modulators, primary screen, CHO-K1 cells, Fluo-8 calcium fluorescence; Muscarinic acetylcholine receptor M5 (Homo sapiens), P08912; CHO-K1 hM5, ACh EC20 PAM; 0% = ACh EC20, 100% = ACh EC100; activation, % at 3 µM; 360,000 tested, 0.3% active;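 active means activation above the run cutoff, the mean activation of all test compounds plus 3 SD, cut at about 18% in these data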
# Target sequence (P08912 whole entry, looked up): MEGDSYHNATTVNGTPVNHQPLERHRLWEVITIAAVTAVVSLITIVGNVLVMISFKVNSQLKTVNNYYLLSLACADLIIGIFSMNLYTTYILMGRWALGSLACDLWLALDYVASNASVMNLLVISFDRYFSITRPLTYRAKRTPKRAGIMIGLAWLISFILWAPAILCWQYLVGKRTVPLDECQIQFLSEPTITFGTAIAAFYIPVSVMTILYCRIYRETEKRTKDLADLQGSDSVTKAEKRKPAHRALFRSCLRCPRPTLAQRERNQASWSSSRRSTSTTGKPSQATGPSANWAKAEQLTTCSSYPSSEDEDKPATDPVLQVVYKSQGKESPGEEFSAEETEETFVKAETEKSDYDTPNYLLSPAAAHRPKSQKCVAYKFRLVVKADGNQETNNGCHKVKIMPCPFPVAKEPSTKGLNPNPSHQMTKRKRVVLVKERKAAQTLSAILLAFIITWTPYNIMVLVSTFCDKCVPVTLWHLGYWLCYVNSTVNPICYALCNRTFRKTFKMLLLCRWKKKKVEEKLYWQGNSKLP
#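 Assay system: CHO-K1 hM5 cells / Incubation: Fluo-8 loading 80 min at 37 °C plus 30 min room temperature / Technique: Fluo-8 calcium dye fluorescence, kinetic read / Repeats: single replicate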
# M4 ag: human M4 muscarinic receptor agonists, primary screen, CHO-K1 cells, Fluo-8 calcium fluorescence; Muscarinic acetylcholine receptor M4 (Homo sapiens), P08173; CHO-K1 hM4/Gqi5; vehicle 0%, full acetylcholine response 100%; activation, % at 3 µM; 360,000 tested, 0.14% active; AID 624127, 2012;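 active means activation above the run mean over all test wells plus 3 SD, cut at about 32% in these data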;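 further: peak over basal fluorescence ratio per well then scaled between controls; 0% = DMSO wells and 100% = acetylcholine at EC100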
# CHO-K1 Ca PAM: nonselective calcium activators in parental CHO-K1 cells, primary screen, counter-screen for M1 PAM project, cell-based, Fluo-8 calcium fluorescence, full deck, 1536-well; ATP EC20; 0% at ATP EC20, 100% at ATP max; activation, % at 3 µM; 360,000 tested, 0.02% active; AID 602247, 2012;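 active means activation above the run cutoff, the mean activation of all test compounds plus 3 SD, cut at about 40% in these data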;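 further: peak over basal fluorescence ratio in a 140 s read after ATP addition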
# M1 ag parental: counter-screen for M1 agonists: effect in parental CHO-K1 cells | activation, % at 3 µM | 360,000 tested, 0.48% active | Fluo-8 calcium fluorescence; scaled to maximal ATP response, vehicle zero; in the data active means activation above about 15%;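 further: untransfected CHO-K1 host cells lacking M1 receptor as counterscreen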
# M4 antag: human M4 muscarinic receptor antagonists, primary screen, CHO cells, Fluo-8 calcium fluorescence; 360,000 tested, 0.73% active; inhibition, % at 3 µM; Muscarinic acetylcholine receptor M4 (Homo sapiens), P08173; CHO-hM4 cells, ACh EC80;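 active means inhibition above its plate's cutoff, the mean inhibition of sample wells plus 3 SD, cut at about 27% in these data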;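 further: 0% = acetylcholine EC80 with DMSO and 100% = DMSO without agonist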
# CHRM5 agonist: human M5 muscarinic receptor agonists, primary screen, CHO-K1 cells, Fluo-8 calcium fluorescence; 360,000 tested, 0.19% active; activation, % at 3 µM; CHO-K1 hM5 cells; 0% DMSO wells, 100% maximal acetylcholine response; Muscarinic acetylcholine receptor M5 (Homo sapiens), P08912;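 active means activation above the run's mean over test compounds plus 3 SD, cut at about 23% in these data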;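 further: signal is peak over basal fluorescence ratio across the kinetic read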
# M5 antag: human M5 muscarinic receptor antagonists, primary screen, CHO cells, Fluo-8 calcium fluorescence. inhibition, % at 3 µM. CHO-hM5 cells, ACh EC80. 360,000 tested, 0.59% active. AID 624040, 2012. Muscarinic acetylcholine receptor M5 (Homo sapiens), P08912;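 active means inhibition above a per-plate cutoff, the mean of that plate's test compounds plus 3 SD, cut at about 27% in these data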;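 further: 0% = acetylcholine EC80 with DMSO and 100% = DMSO without agonist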
# * hit, by the source's call. Random draw from the library; 2.7% or so of the library scored in one or more.
SMILES,CHRM4 PAM,CHO-K1 Ca antag,M5 PAM,M4 ag,CHO-K1 Ca PAM,M1 ag parental,M4 antag,CHRM5 agonist,M5 antag
Cc1cc(/C=N/NC(=O)c2cccc([N+](=O)[O-])c2)c(C)n1-c1ccc(Cl)cc1Cl,-11,-4,-14,0,8,1.6,22,-7,0
Cc1nc2ccc(S(=O)(=O)NCC(=O)NCc3ccc4c(c3)OCO4)cc2s1,0,1,0,0,12,0.5,14,0,1
COc1ccc(NS(=O)(=O)c2ccc(C)cc2)c([N+](=O)[O-])c1,-15,-4,-6,0,-4,0.6,7,-6,3
COCCN(C(=O)C1CC1)c1nnc(-c2cccc(C)c2)s1,-2,14,-1,0,-4,0.9,-1,-4,6
Cc1onc(-c2c(F)cccc2Cl)c1C(=O)NCCN1CCNC1=O,-2,4,0,1,5,0.8,5,-3,1
O=c1[nH]c(NCc2ccccc2)nc2c1CCC2,2,-1,2,0,-5,-0.4,-2,1,-5
Cn1cnnc1SCC(=O)NC(=O)NC1CCCC1,9,-20,3,2,25,0.5,-3,-3,-3
Cc1nonc1OCCN1CCN(c2ccccc2[N+](=O)[O-])CC1,-4,5,-5,1,2,0.3,5,-3,6
COc1cc2c(cc1OC)CN(S(=O)(=O)c1cccc(F)c1)CC2,-5,-10,-2,5,-8,1.8,-4,-3,8
COc1ccc(C)cc1NC(=O)CN(c1ccccc1F)S(C)(=O)=O,2,0,-7,2,9,-0.1,-4,2,1
CCn1c(CNC(=O)c2ccccc2)nc2ccccc21,5,-8,-1,0,-2,0.0,-3,1,-2
O=C(O)c1cc(N2CCCCC2)nc2ccccc12,5,2,1,0,10,-0.1,-2,-1,0
Cc1ccc(-c2nc(C#N)c(N3CCC(C(N)=O)CC3)o2)cc1,-6,2,4,1,3,-0.3,2,-5,9
O=C(NCc1ccc(Cl)cc1)c1csc(-c2cccnc2)n1,-2,3,-1,4,15,0.5,1,-3,6
O=S(=O)(Nc1cc(Cl)ccc1N1CCCCC1)c1cccs1,-8,-8,-22,-2,21,-0.1,-3,-13,3
O=C(CSc1nnc(-c2ccccc2)o1)Oc1ccc(Br)cc1,0,-17,3,1,15,1.9,-1,3,-6
CCCC(C(=O)NCCC(C)C)N(Cc1ccccc1Cl)C(=O)c1snc(C(N)=O)c1N (configuration not stated),-2,0,2,1,-8,0.3,-10,3,2
Cn1c(C(=O)N2CCN(Cc3ccc4c(c3)OCO4)CC2)cc2c(=O)n(C)c3ccccc3c21,-6,-4,-9,3,6,1.0,-3,1,3
O=C(NCc1ccccc1)c1ccc(NC(=O)c2ccccc2F)cc1,-2,5,-10,3,-19,1.2,0,-1,13
CCc1cc2c(=O)n(-c3ccccc3)c(=S)[nH]c2s1,15,-14,-5,0,-4,0.0,-3,2,10
Cc1cccc(NC(=S)N2CCN(c3ccc(F)cc3)CC2)c1,2,5,-2,8,-5,3.9,-1,4,2
CCOC(=O)CCCCCC(=O)Nc1ccc2c(c1)C(=O)N([C@@H](C)CO)C[C@H](C)[C@H](CN(C)C(=O)c1ccccc1)OCCCC[C@H](C)O2,0,9,3,0,2,6.5,-3,-1,2
O=C(NC1CCCCC1)Nn1c(-c2ccccc2)nc2ccccc2c1=O,2,-7,0,1,15,0.2,-9,-3,-4
CCN(CC)c1ccc(CNc2nc3ccccc3n2C(C)C)cc1,-14,-10,-1,2,1,1.7,8,-8,-5
O=C1C=C(NC2CCCC2)CC(c2ccccc2)C1 (configuration not stated),11,-5,2,4,4,0.2,-5,-4,1
CC(NCC(O)COc1ccc(S(=O)(=O)N2CCOCC2)cc1)c1ccccc1 (configuration not stated),-3,-13,-7,2,14,3.0,-4,-6,-5
O=C(CSc1ncccn1)NCc1ccc2c(c1)OCO2,2,-7,2,0,1,0.2,2,-2,5
Cc1cc(C)c(C)c(S(=O)(=O)N2CCN(C(=O)c3ccccc3OCc3c(C)noc3C)CC2)c1C,2,-24,-6,1,-6,-0.6,7,1,12
O=C1N[C@@H](Cc2ccccc2)C(=O)N2CCC[C@@H]12,-4,-4,0,1,-5,0.2,0,0,1
Cc1ccc(C(=O)NNC(=O)Cn2nnc3ccccc32)cc1,20,1,4,0,-18,-0.2,-15,2,-4
CCOc1ccc(C(c2c(O)nc(SC)n(C)c2=O)c2c(O)nc(SC)n(C)c2=O)cc1,3,3,0,0,0,-0.2,-5,-1,2
COCCCN(Cc1ccco1)C(=O)CSc1nc2ncccc2[nH]1,1,-4,-1,3,-17,0.3,3,-3,6
CCc1nc2ccc(C(=O)Nc3cc(-c4ccccc4)ccc3OC)cn2c1N(C)CCCc1ccccc1,2,-12,0,-1,19,0.6,-1,0,0
COCCN1Cc2cccc(C(=O)NC3CCCCCC3)c2C1=O,3,-16,2,1,25,2.2,-6,-2,1
Cc1ccc[n+](C(C)C(=O)c2ccc(Cl)cc2)c1 (configuration not stated),-6,-1,-1,1,18,0.8,17,-3,4
CC(=O)Nc1ccc(S(=O)(=O)N(Cc2ccccc2)c2ccccc2)cc1,-5,4,1,0,5,-0.2,1,-1,12
O=C(Nc1ccc([N+](=O)[O-])cc1)Nc1ccon1,-6,8,-12,17,12,14,-1,6,22
Cc1nc(N)nc(N)c1-c1ccc(Cl)c(Cl)c1,-9,-18,-29,6,27,4.7,10,-11,13
COCC(C)NC(=O)c1cc(-c2ccc(OC)c(OC)c2)on1 (configuration not stated),10,-7,2,1,2,-0.4,9,0,-3
CCN1CCN(c2cc(C)c3cc(NC(=S)N4CCN(c5ccccc5)CC4)ccc3n2)CC1,-11,-8,1,3,16,1.4,-11,-8,8

# Three compounds already listed, arranged by heavy-atom count, descending.
SMILES,CHRM4 PAM,CHO-K1 Ca antag,M5 PAM,M4 ag,CHO-K1 Ca PAM,M1 ag parental,M4 antag,CHRM5 agonist,M5 antag
COCCCN(Cc1ccco1)C(=O)CSc1nc2ncccc2[nH]1,1,-4,-1,3,-17,0.3,3,-3,6
O=C(Nc1ccc([N+](=O)[O-])cc1)Nc1ccon1,-6,8,-12,17,12,14,-1,6,22
Cc1nc(N)nc(N)c1-c1ccc(Cl)c(Cl)c1,-9,-18,-29,6,27,4.7,10,-11,13

# Whole records from above. Values in the order: CHRM4 PAM, CHO-K1 Ca antag, M5 PAM, M4 ag, CHO-K1 Ca PAM, M1 ag parental, M4 antag, CHRM5 agonist, M5 antag
# Entry for Cn1c(C(=O)N2CCN(Cc3ccc4c(c3)OCO4)CC2)cc2c(=O)n(C)c3ccccc3c21 = -6, -4, -9, 3, 6, 1.0, -3, 1, 3
# Entry for O=C(NCc1ccccc1)c1ccc(NC(=O)c2ccccc2F)cc1 = -2, 5, -10, 3, -19, 1.2, 0, -1, 13
# Entry for CCCC(C(=O)NCCC(C)C)N(Cc1ccccc1Cl)C(=O)c1snc(C(N)=O)c1N (configuration not stated) = -2, 0, 2, 1, -8, 0.3, -10, 3, 2

# Further compounds follow.
SMILES,CHRM4 PAM,CHO-K1 Ca antag,M5 PAM,M4 ag,CHO-K1 Ca PAM,M1 ag parental,M4 antag,CHRM5 agonist,M5 antag
[O-]/[N+](=C\c1cccc(Br)c1)c1ccccc1,-5,-1,0,0,12,0.4,-1,-2,3
COc1cccc(N2CCN(CC(=O)Nc3nc4c(s3)CC(C)CC4)CC2)c1 (configuration not stated),-1,2,-3,2,0,0.0,3,-1,4
Cc1ccc(N(C)S(=O)(=O)c2ccc(-c3ccc(=O)[nH]n3)s2)cc1C,0,-12,3,2,1,1.4,-2,-2,-6
CC(Nc1ccc(F)cc1)=[N+](C)CCNS(=O)(=O)c1ccc(Cl)cc1,8,-13,2,1,3,1.1,-14,-5,-6
O=C(CCc1n[nH]c(=O)[nH]c1=O)N/N=C/c1ccc(Br)o1,7,-2,3,1,9,0.0,-7,4,-10
COc1cccc(C(=O)Nc2ccc(NC(=O)c3cc4ccccc4o3)c(OC)c2)c1,-2,-3,3,1,-3,0.9,3,1,6
COC(=O)c1cccc([N+](=O)[O-])c1CN1CCCC(C(N)=O)C1 (configuration not stated),5,-9,-1,1,-1,0.3,-3,2,8
COc1cccc(C(=O)CN2C3=NCCCN3c3ccccc32)c1,-7,-12,-8,1,3,0.1,11,-11,0
CCOC(=O)CNS(=O)(=O)c1cc(-c2nn(C)c(=O)c3ccccc23)ccc1C,2,-1,-2,3,8,1.8,-5,2,5
C=CCN(c1ccc(OC)cc1)S(=O)(=O)c1ccc(Cl)c(C(=O)OCC(=O)NC2CC2)c1,-7,16,-10,4,-3,0.8,4,0,4
O=C(c1cc(-c2ccc(Cl)s2)nc2ccccc12)N1CCOCC1,-5,0,-10,7,-6,2.0,-2,5,4
CCN(CC)CCNC(=O)c1ccc(NC(=O)c2c(C)nn(-c3ccc(F)cc3)c2Cl)cc1,-21,-1,-16,7,3,3.0,41*,-5,49*
CCC(C)(C)n1nnnc1C(c1ccc(O)c(OC)c1)N1CCN(c2nc3ccccc3s2)CC1 (configuration not stated),-3,-12,-3,6,21,2.2,-5,-2,-6
CSc1nc2c(C)c(C)c(C)c(C)c2[nH]1,-5,-6,10,1,12,0.1,0,3,-7
CCOC(=O)c1ccc(NS(=O)(=O)c2cc(C)ccc2OC)cc1,-3,2,-2,3,8,1.9,5,4,-1
O=C(COC(=O)COc1ccc(Cl)cc1)Nc1cccnc1Cl,6,-1,1,1,14,1.0,-15,0,2
Nn1c(C2COc3ccccc3O2)n[nH]c1=S (configuration not stated),8,-2,2,0,-8,0.1,-15,-3,7
CC(C)NC(=O)CC(=O)N/N=C\c1ccccc1C(=O)O,4,-6,-1,1,3,0.0,9,-1,-8
C=CCn1c(SCC(C)=O)nnc1-c1ccc2ncccc2c1,-24,3,-2,7,10,2.2,-3,2,10
CCOC(=O)C1=C(N)Oc2cc(O)ccc2C1c1cccc([N+](=O)[O-])c1 (configuration not stated),0,-4,-14,21,10,5.6,-3,1,5
Cc1ccc(/C=N/NC(=O)CSc2nc3ccccc3c(=O)n2-c2ccccc2C)s1,-2,-14,-9,1,7,0.4,0,-3,11
O=C(CC(c1ccccc1)c1cc(Br)ccc1O)N1CCCC1 (configuration not stated),-7,-8,-4,-1,6,0.0,-1,-11,7
COc1cc2[nH]c(=O)n(Cc3ccc(C(=O)NC4CCCC4)cc3)c(=O)c2cc1OC,4,-9,4,1,12,0.2,-3,-6,-7
CC(C)OP(=O)(c1ccc(N(C)C)cc1)C(O)c1ccc(Br)cc1 (configuration not stated),-1,-6,0,3,4,0.8,2,-4,3
COc1ccc(-c2cc3ccccc3n2CC(O)CN2CCOCC2)cc1 (configuration not stated),2,1,1,4,12,1.1,7,-6,-5
CCCCN(C(=O)c1ccc(-c2ccc(Cl)cc2)o1)c1c(N)n(CCCC)c(=O)[nH]c1=O,15,17,2,0,10,0.0,-8,1,-1
CC1CCCC(C)N1C(=O)c1cc(-c2cccs2)on1 (configuration not stated),-2,-17,3,0,4,-0.2,2,1,1
CCCN1CCC(=O)N(CCSc2ccc(C)cc2)CC1,4,-14,9,1,5,0.6,5,-4,-3
CCN(CC)S(=O)(=O)c1ccc(N2CCCC2)c(NC(=O)C2CSC3(C)CCC(=O)N23)c1 (configuration not stated),12,0,10,1,14,0.5,-6,-4,-8
